# Bioassay records (PubChem BioAssay)
# M1 antag: blocks human M1 muscarinic receptor | inhibition, % at 3 µM | CHO-K1 hM1, Fluo-8 calcium fluorescence, ACh EC80 antagonist | P11229 | hit rate 1.3% among 360,000;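 active = percent inhibition above its own plate's cutoff, namely the mean of that plate's compound wells plus 3 SD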;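 note: peak over basal fluorescence ratio during 140 s after agonist addition; 0% = ACh EC80 plus DMSO and 100% = DMSO alone without agonist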
# Target sequence (P11229 whole entry, looked up): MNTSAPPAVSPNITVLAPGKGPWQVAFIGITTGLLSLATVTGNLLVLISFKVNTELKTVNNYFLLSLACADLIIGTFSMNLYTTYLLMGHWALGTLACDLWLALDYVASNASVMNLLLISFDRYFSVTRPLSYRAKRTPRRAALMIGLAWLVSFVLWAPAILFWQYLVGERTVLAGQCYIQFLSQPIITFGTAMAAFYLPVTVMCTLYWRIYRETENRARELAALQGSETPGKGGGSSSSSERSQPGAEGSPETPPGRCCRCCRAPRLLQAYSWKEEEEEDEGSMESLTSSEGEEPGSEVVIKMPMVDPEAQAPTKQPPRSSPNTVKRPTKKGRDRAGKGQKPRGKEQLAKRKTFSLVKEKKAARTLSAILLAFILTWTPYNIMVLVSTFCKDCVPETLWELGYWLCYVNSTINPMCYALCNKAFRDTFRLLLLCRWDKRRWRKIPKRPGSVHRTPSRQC
# CHRM1 agonist: agonists of human M1 muscarinic receptor. CHO-K1 hM1, Fluo-8 calcium fluorescence, agonist mode; 0% DMSO, 100% acetylcholine EC100. activation, % at 3 µM. hit rate 0.33% among 360,000. AID 588814;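 active = activation above the run's mean compound activation plus 3 SD, cut at about 16% in these data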;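 note: peak over basal fluorescence ratio within a 140 s kinetic read after compound addition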
# CHO-K1 Ca ag: nonselective activator or artifact in parental CHO-K1 cells; Fluo-8 calcium fluorescence; scaled to maximal ATP response, vehicle zero; hit rate 0.48% among 360,000; activation, % at 3 µM; AID 602248; in the data active = activation above about 15%;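 note: untransfected CHO-K1 host cells lacking M1 receptor as counterscreen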
# CHO parental Ca: signal in parental CHO cells, OX1R antagonist counter-screen; parental CHO-K1, ATP-induced calcium, Fluo-8 fluorescence; inhibition, % at 5.6 µM; hit rate 0.63% among 330,000; AID 463079;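 active = inhibition above that plate's mean sample inhibition plus 3 SD, cut at about 26% in these data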;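 note: 0% = ATP-challenged DMSO wells and 100% = DMSO wells without ATP; some compounds past the cut are filed as inactive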
#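 Assay system: parental CHO cells; Read-out basis: percent inhibition of ATP-evoked calcium rise, normalized to controls; Benchmarks: ATP and no-ATP DMSO wells; Compound dosing: single nominal dose of 5.6 µM per compound; Signal: Fluo-8 calcium dye fluorescence; Also added: ATP as calcium-mobilizing challenge; Repeats: singlicate.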
# M1 PAM: potentiates human M1 receptor response to acetylcholine. P11229. CHO-K1 hM1, Fluo-8 calcium fluorescence, ACh EC20; 0% = ACh EC20, 100% = maximal ACh. activation, % at 3 µM. hit rate 0.088% among 360,000. AID 588819; in the data active = activation above about 19%, passing the limit was not always enough
# M1 PAM parental: M1 PAM counterscreen hit in parental CHO-K1 cells; ATP EC20, Fluo-8 calcium fluorescence; 0% at ATP EC20, 100% at ATP max; activation, % at 3 µM; hit rate 0.02% among 360,000; AID 602247;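 active = activation above the run cutoff, the mean activation of all test compounds plus 3 SD, cut at about 40% in these data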;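 note: peak over basal fluorescence ratio in a 140 s read after ATP addition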
# CHO-K1 Ca antag: M1 antagonist counterscreen hit in parental CHO-K1 cells; ATP-induced calcium, Fluo-8 fluorescence; inhibition, % at 3 µM; hit rate 0.6% among 360,000;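 active = inhibition above a per-plate cutoff, the plate's mean sample inhibition plus 3 SD, cut at about 24% in these data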;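 note: 0% = DMSO plus EC80 ATP and 100% = DMSO alone without ATP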
# TAAR1 antag: antagonists of human TAAR1 | CHO RD-HGA16 TAAR1, Fluo-8 calcium fluorescence, antagonist | inhibition, % at 3 µM | hit rate 1.5% among 360,000 | AID 624466;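 active = inhibition above a per-plate cutoff, the mean inhibition of test compounds on that plate plus 3 SD, cut at about 49% in these data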;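 note: 0% = DMSO plus EC80 beta-PEA response and 100% = DMSO alone without agonist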
# Target sequence (Q96RJ0 whole entry, looked up): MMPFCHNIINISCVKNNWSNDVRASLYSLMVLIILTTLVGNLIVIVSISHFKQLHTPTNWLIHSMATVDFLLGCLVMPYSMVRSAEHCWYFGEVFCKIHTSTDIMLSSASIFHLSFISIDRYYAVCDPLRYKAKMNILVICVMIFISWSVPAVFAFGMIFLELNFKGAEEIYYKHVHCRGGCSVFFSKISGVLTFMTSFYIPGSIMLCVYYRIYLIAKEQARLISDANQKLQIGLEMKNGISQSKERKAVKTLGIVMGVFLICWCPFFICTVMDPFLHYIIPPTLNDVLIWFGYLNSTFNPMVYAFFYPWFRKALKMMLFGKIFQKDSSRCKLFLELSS
#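 test system = CHO RD-HGA16 cells bearing hTAAR1 | replication = singlicate | controls = DMSO-only wells and EC80 β-PEA-stimulated wells | reagent = EC80 β-phenethylamine stimulus | read-out basis = percent inhibition of PEA-evoked calcium signal, max/basal emission ratio | schedule = seeding 17-24 h prior, 75-min 37 °C, 30-min RT dye loading | signal = kinetic Fluo-8 calcium fluorescence measurement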
# TAAR1 agonist: human TAAR1 agonism; Q96RJ0; CHO RD-HGA16 TAAR1, Fluo-8 calcium fluorescence; vehicle wells 0%, saturating PEA agonist 100%; activation, % at 3 µM; hit rate 0.99% among 360,000; AID 624467;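 active = activation above the mean activation of all test compounds in the run plus 3 SD, cut at about 38% in these data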
#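 System: CHO-derived RD-HGA16 cells with stable Gα16 and human TAAR1. Times: 17-24 h plating, Fluo-8 75 min 37 °C, 30 min RT. Measured by: calcium-sensitive Fluo-8 signal, excitation 470-495, emission 515-575 nm. Read-out basis: % activation relative to PEA EC100 response. Control set: DMSO and PEA EC100. Repeats: no replicates (n 1).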
# * marks the source's active call; other numbers are inactive results; x = not tested or not shown.
SMILES,M1 antag,CHRM1 agonist,CHO-K1 Ca ag,CHO parental Ca,M1 PAM,M1 PAM parental,CHO-K1 Ca antag,TAAR1 antag,TAAR1 agonist
O=S(=O)(c1ccccc1)N1CC2CC(Br)C(Br)CC21 (stereo unspecified),-19.2,-4.6,0.4,x,13.3,5.9,4.3,-9.9,-1.7
Cc1ccc(NC(=O)Nc2cnccn2)c(C)c1,-14.9,-6.6,-0.9,7.1,15.9,-3.7,1.2,-17.6,-1.0
NC(=O)c1cc(S(=O)(=O)NCCCc2ccccc2)cs1,-7.1,-1.1,9.5,-2.0,1.0,11.9,-2.4,5.0,1.1
COc1ccc(CC(=O)NNC(=O)c2cc(Cl)ccc2OC)cc1,-12.1,3.2,0.0,x,11.4,3.9,3.0,-16.0,4.7
O=C(NCc1ccccn1)Nc1ccccc1F,-5.0,-2.5,5.1,-6.7,4.8,1.7,3.1,-14.5,1.1
COc1ccc(Cl)cc1NC(=O)CN(C)CC(=O)Nc1ccccc1N1CCOCC1,-9.3,-4.7,4.1,-28.3,8.0,11.8,-14.2,17.0,4.4
NC(=O)CSc1nnc(-c2ccccc2Br)n1-c1cccc(C(F)(F)F)c1,-5.8,-4.1,0.4,-7.1,1.8,5.0,0.9,1.3,0.9
COc1cc(OC)cc(C(=O)NNC(=O)CCc2ccccc2)c1,-14.5,-3.6,1.2,-20.4,11.6,8.7,-13.2,-8.8,3.5
Cc1ccc(SCc2c(-c3ccccc3)nn(C)c2Cl)cc1,-14.4,-0.7,-0.7,-44.2,6.7,-3.6,9.7,12.2,6.5
O=C(NCCc1c[nH]c2ccccc12)/C(=C\c1cccnc1)NC(=O)c1ccco1,-2.5,-0.1,0.1,-8.7,4.9,14.1,-2.7,7.9,4.2
CCN1CCN(c2ccc(S(=O)(=O)N3CCCCC3)cc2NC(=O)c2ccccc2)CC1,-13.2,-4.2,0.9,-24.4,12.8,-5.8,11.3,-18.8,3.8
CC(Oc1ccc(-c2ccccc2)c(F)c1)c1ccn(S(=O)(=O)c2ccc(F)cc2)n1 (stereo unspecified),3.1,-1.6,1.0,3.4,-2.3,5.3,-9.0,18.2,5.2
CN1CCN(c2c([N+](=O)[O-])cnc3ccccc23)CC1,-12.1,-4.5,1.1,-9.7,8.8,28.1,-15.0,-25.6,-1.7
CC(=O)c1cccc(NC(=O)c2cc(=O)[nH]c3ccccc23)c1,1.2,-1.9,1.0,-8.6,0.1,-6.8,-13.0,3.0,6.0
CC(C)C[C@@H](CN)NC(=O)c1nc[nH]c1C(=O)N[C@@H](Cc1ccccc1)C(=O)CNC[C@H](C)NC(=O)c1nc[nH]c1C(=O)N[C@@H](C)C(=O)O,-9.7,-1.4,0.4,x,4.0,1.4,-12.4,-1.0,0.1
COc1ccc2[nH]c(C)c(C(=O)CN3CCOCC3)c2c1,-8.9,-1.8,0.3,-8.2,3.6,21.8,-10.2,-6.0,1.5
COC(=O)C(NC(=O)Nc1ccccc1OC)C(C)C (stereo unspecified),-4.9,0.0,-0.2,-14.4,4.5,-5.2,-3.3,4.1,6.6
COc1ccc(N2CC(O)=C(c3nc(-c4ccccc4)cs3)C2=N)cc1,-8.2,-4.4,1.2,16.8,6.1,19.9,-18.6,12.8,0.7
CCOC(=O)[C@]12CCC=C1N(Cc1ccc(Cl)cc1Cl)C(=O)[C@H](CC(=O)NCCCN1CCCC1=O)C2,x,x,0.2,x,x,-3.6,-5.5,-11.2,-0.9
Cc1ccc(Nc2n[nH]c(=S)s2)cc1C,-9.3,-5.2,2.9,x,6.5,1.2,-2.4,-20.8,-1.1
COc1ccc2nc(N3CCN(C(=O)C4COc5ccccc5O4)CC3)sc2c1 (stereo unspecified),-6.3,10.5,6.6,-21.4,10.1,0.0,2.1,31.9,9.2
Cn1c(=O)c(C(=O)NCCc2ccccc2)c(O)c2ccccc21,-13.8,-3.6,-0.1,-25.8,4.3,-18.3,4.4,-27.0,0.8
CC(C)N(Cc1nccn1C)C(=O)c1cc(COc2ccc(-n3cncn3)cc2)on1,1.3,-1.9,1.4,-4.7,0.9,8.2,-4.9,-18.9,3.5
CCCCC(=O)NC(c1ccc(N(C)C)cc1)c1ccc2cccnc2c1O (stereo unspecified),-11.9,0.2,0.3,-12.6,12.2,-18.8,6.2,-0.6,7.7
Cc1ccc(NC(=O)Nc2nnc(-c3ccncc3)s2)cc1C,17.8,1.8,2.7,-0.6,-7.1,6.7,-8.8,29.2,11.7
CN(Cc1ccc(Cl)cc1)C(=O)CNC(=O)C12CC3CC(CC(C3)C1)C2,-9.8,0.1,2.4,-16.0,8.5,7.5,-2.4,5.5,7.0
CC(C)NC(=O)NC(=O)CSc1ncc(C(F)(F)F)cc1Cl,-8.6,-6.7,0.2,-9.4,6.3,13.2,-3.1,4.0,10.5
CC(C)(C)NC(=O)c1ccc2c(c1)CCO2,-5.0,1.3,-0.1,-3.4,15.8,8.7,-7.3,-12.6,-0.7
Cc1ccc(C)c(N2CCN(C(=O)CSc3ccsc3[N+](=O)[O-])CC2)c1,-5.4,-4.4,2.2,-13.1,1.5,17.5,-10.5,4.7,0.1
Cc1cccc(NC(=O)CN(CCc2ccccc2)S(C)(=O)=O)c1,-0.8,-2.5,1.0,x,-2.5,9.8,4.3,-6.9,0.1
Cc1ccc(NC(=O)c2cccnc2)cc1S(=O)(=O)N1CCOCC1,15.6,-1.6,0.6,-9.5,-4.6,-20.8,-1.0,3.0,2.2
CSc1nc2ccccc2n1CC(=O)Nc1c(C)n(C)n(-c2ccccc2)c1=O,-5.5,-7.3,1.1,-12.7,4.6,0.0,-8.0,-5.2,-0.1
COc1ccc(C2CC(=O)N(c3ccccc3)C3=C2C(=O)CCC3)cc1 (stereo unspecified),-10.4,-2.2,0.1,-6.4,9.7,12.4,-9.3,5.8,11.9
O=C(c1ccc2c(=O)n3c(nc2c1)CCCCC3)N1CCN(c2cccc(Cl)c2)CC1,31.6*,-12.8,1.6,-11.6,-27.5,15.2,-9.8,-9.0,2.2
CC(=O)Nc1ccc(-c2csc(NC(=O)CCNC(=O)c3ccco3)n2)cc1,-3.2,0.2,-0.1,-13.6,1.6,2.1,-2.5,0.0,3.9
Cc1ccccc1NC(=O)COC(=O)Cc1cccc(C(F)(F)F)c1,-1.0,-5.3,0.4,1.1,4.8,16.5,-2.8,-10.7,-0.2
O=C(c1ccc(-c2ccccc2)cc1)N1CCN(Cc2ccccn2)CC1,7.0,-0.2,0.0,x,-1.1,-2.9,3.8,7.0,12.3
COc1cc(C2C(C#N)=C(C)NC3=C2C(=O)CC(C)(C)C3)ccc1OCCO (stereo unspecified),-2.0,-0.5,0.1,0.5,2.6,5.5,4.0,-13.6,5.3
S=C(Nc1cccc(Cl)c1)NC1CCCCC1,6.8,-0.3,7.3,-0.9,-6.2,14.7,5.8,24.3,14.2
O=C(N/N=C/c1ccc2c(c1)OCO2)c1ccc(NC(=O)c2ccccc2Cl)cc1,-11.1,0.3,3.7,-5.5,12.1,0.5,9.7,28.2,6.2
COC(=O)CSc1ccc(S(=O)(=O)N2CCCCCC2)cc1[N+](=O)[O-],-3.9,-7.0,0.1,-13.8,3.8,5.1,-9.3,20.0,2.7
Cc1nn(S(=O)(=O)c2ccc(F)cc2)c(C)c1S(=O)(=O)N1CCOCC1,4.5,-3.5,0.0,-3.9,-2.9,-7.5,11.8,-11.4,3.8
Cc1noc(C)c1CNCc1ccccc1,-2.6,-2.6,0.3,-7.8,-0.9,8.4,-11.2,-16.6,-0.4
COC(=O)Nc1sc2nc(C)cc(C)c2c1-n1cccc1,9.1,-2.5,2.7,-12.8,-7.6,-3.3,7.9,17.0,13.8
CCOC(=O)c1csc(NC(=O)c2ccc(S(=O)(=O)N3CCCC3)cc2)n1,-26.0,-0.1,0.3,-3.8,8.4,4.4,-13.5,-23.6,6.7
COc1cccc(C(=O)Nc2cccc3ccccc23)c1OC,2.3,-5.7,1.5,-12.8,-5.2,-11.0,3.8,5.0,3.6
CS(=O)c1ccccc1-c1nc(-c2ccc(Cl)cc2)no1 (stereo unspecified),-18.0,1.0,0.1,-13.4,24.8,22.4,-13.9,15.0,2.8
CCn1c(SCc2ccccc2)nc2c1c(=O)[nH]c(=O)n2C,-7.8,-3.3,1.1,-5.8,2.6,19.9,-17.8,-29.5,-2.1
COc1ccc(S(=O)(=O)N2CCC[C@H]2C(=O)N2CCC[C@H]2C(=O)NCc2ccccn2)cc1C,x,x,0.4,x,x,4.5,-8.6,4.6,1.5
Cc1ccccc1NC(=S)N(CCc1c(C)[nH]c2ccc(F)cc12)Cc1cccnc1,0.2,-4.0,1.9,-18.1,2.5,15.0,-10.2,-4.5,11.8
Cc1c(Cl)cccc1NC(=O)c1cccc(NC(=O)CCC(=O)O)c1,-15.4,-2.2,0.0,13.9,2.1,9.5,-3.8,-6.9,10.3

# A draw from above in order of molar mass, lowest first:
SMILES,M1 antag,CHRM1 agonist,CHO-K1 Ca ag,CHO parental Ca,M1 PAM,M1 PAM parental,CHO-K1 Ca antag,TAAR1 antag,TAAR1 agonist
Cc1noc(C)c1CNCc1ccccc1,-2.6,-2.6,0.3,-7.8,-0.9,8.4,-11.2,-16.6,-0.4
CCn1c(SCc2ccccc2)nc2c1c(=O)[nH]c(=O)n2C,-7.8,-3.3,1.1,-5.8,2.6,19.9,-17.8,-29.5,-2.1
COC(=O)CSc1ccc(S(=O)(=O)N2CCCCCC2)cc1[N+](=O)[O-],-3.9,-7.0,0.1,-13.8,3.8,5.1,-9.3,20.0,2.7
Cc1nn(S(=O)(=O)c2ccc(F)cc2)c(C)c1S(=O)(=O)N1CCOCC1,4.5,-3.5,0.0,-3.9,-2.9,-7.5,11.8,-11.4,3.8
CCOC(=O)c1csc(NC(=O)c2ccc(S(=O)(=O)N3CCCC3)cc2)n1,-26.0,-0.1,0.3,-3.8,8.4,4.4,-13.5,-23.6,6.7
Cc1ccccc1NC(=S)N(CCc1c(C)[nH]c2ccc(F)cc12)Cc1cccnc1,0.2,-4.0,1.9,-18.1,2.5,15.0,-10.2,-4.5,11.8

# Random draw from the library (roughly 4.4% active in at least one column).
